FBW7 act: human FBW7 E3 ligase activation, primary screen; Q969H0; AlphaScreen FBW7–phospho-cyclin E peptide binding, activator screen; normalized activity (activation), % at 26.1 µM; hit rate 0.13% among 650,000; AID 1259310; in the data active = normalized activity above about 1.9%;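 note: purified mutant Fbw7 with reduced substrate affinity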
Target sequence (Q969H0 whole entry, looked up): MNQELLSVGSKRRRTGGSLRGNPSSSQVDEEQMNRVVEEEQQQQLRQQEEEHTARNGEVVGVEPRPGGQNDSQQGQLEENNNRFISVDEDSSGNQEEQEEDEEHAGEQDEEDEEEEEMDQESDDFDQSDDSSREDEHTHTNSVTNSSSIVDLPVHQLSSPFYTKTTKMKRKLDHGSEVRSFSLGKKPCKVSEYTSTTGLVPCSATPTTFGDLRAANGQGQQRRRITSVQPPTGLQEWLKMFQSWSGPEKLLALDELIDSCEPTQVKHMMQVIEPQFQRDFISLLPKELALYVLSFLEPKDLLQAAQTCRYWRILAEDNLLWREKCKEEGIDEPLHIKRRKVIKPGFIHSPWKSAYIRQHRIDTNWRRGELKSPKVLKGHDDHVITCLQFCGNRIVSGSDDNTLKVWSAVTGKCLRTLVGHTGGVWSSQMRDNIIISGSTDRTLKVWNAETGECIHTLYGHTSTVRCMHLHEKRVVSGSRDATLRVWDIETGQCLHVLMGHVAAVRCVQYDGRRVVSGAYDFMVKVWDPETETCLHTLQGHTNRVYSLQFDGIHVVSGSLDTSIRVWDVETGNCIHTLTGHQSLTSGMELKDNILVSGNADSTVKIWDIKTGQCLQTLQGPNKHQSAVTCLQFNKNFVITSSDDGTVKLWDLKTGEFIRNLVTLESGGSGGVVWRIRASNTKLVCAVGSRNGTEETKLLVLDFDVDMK
GPR151 activ: activators of human GPR151 | activation, % at 11.2 µM | PathHunter beta-arrestin GPR151 cells, luminescence | Q8TDV0 | AID 1508602 | hit rate 1% among 650,000; in the data active = activation above about 4.9%;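 note: 0% = median of compound wells and 100% = cells with positive control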
Target sequence (Q8TDV0 whole entry, looked up): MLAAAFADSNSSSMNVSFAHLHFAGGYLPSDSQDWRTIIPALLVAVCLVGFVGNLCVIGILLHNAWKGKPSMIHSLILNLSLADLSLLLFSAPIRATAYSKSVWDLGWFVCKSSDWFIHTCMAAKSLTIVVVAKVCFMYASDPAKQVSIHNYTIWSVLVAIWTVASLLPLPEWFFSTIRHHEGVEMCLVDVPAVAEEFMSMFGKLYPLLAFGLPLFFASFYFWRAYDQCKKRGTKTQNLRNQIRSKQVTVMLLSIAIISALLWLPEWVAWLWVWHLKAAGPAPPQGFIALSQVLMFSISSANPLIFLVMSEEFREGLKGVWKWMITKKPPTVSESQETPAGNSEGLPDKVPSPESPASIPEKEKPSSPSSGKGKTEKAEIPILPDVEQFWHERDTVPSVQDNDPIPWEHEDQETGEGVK
TEAD-YAP block: TEAD-YAP interaction inhibition; HEK-TIYL cells, TEAD-Gal4/YAP UAS-luciferase luminescence; inhibition, % at 9.12 µM; hit rate 1.4% among 640,000; in the data active = inhibition above about 32%;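 note: 0% = median of test compound wells and 100% = reference inhibitor wells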
MITF primary: inhibitors of human MITF | AlphaScreen MITF homodimerization, bead proximity signal | AID 1259374 | inhibition, % at 2.6 µM | hit rate 0.91% among 650,000; in the data active = inhibition above about 50%;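 note: 0% = vehicle wells with protein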
* marks the source's active call; other numbers are inactive results. No enrichment for hits. About 3.5% of those tested had a hit in this group.

Results for CC1(C)Cc2nc3sc4c(=O)n(CC(=O)c5ccc(Cl)cc5)cnc4c3cc2CO1 ?
FBW7 act: -0.1; GPR151 activ: -0.8; TEAD-YAP block: 4; MITF primary: 8

How did COc1cc(OC)c(C(=O)NCc2nc(-c3cccc(C)c3)no2)cc1OC do in these assays?
FBW7 act: -0.1; GPR151 activ: -0.5; TEAD-YAP block: 8; MITF primary: 7

What do the screens show for `COc1cccc(C(=O)N2CCC(C)CC2)c1OC`?
FBW7 act: -0.2; GPR151 activ: 0.5; TEAD-YAP block: -4; MITF primary: -14

What do the screens show for `COC(=O)c1ccc(N=C2SC(C(=O)Nc3ccc(F)cc3)CC(=O)N2C)cc1` (stereo not given)?
FBW7 act: -0.7; GPR151 activ: 0.5; TEAD-YAP block: -12; MITF primary: 0

Results for COC(C(=O)N1CCCCCC1)(c1ccccc1)c1ccccc1 ?
FBW7 act: -0.2; GPR151 activ: -0.8; TEAD-YAP block: 4; MITF primary: 0

What do the screens show for `COc1cccc(N2C(=O)c3ccc(C(=O)Nc4ccccc4C(=O)O)cc3C2=O)c1`?
FBW7 act: 0.2; GPR151 activ: 2.3; TEAD-YAP block: -1; MITF primary: -3

How did COC(=O)c1c(OCC2CCCCO2)cc(=O)n2c1CCN(Cc1ccc(C)o1)CC2 (stereo not given) do in these assays?
FBW7 act: -0.1; GPR151 activ: 0.0; TEAD-YAP block: -9; MITF primary: -5

How did O=c1nc(N2CCOCC2)nc(N(c2ccccc2)c2ccccc2)[nH]1 do in these assays?
FBW7 act: 0.4; GPR151 activ: -1.5; TEAD-YAP block: 5; MITF primary: 11

What do the screens show for `CC(C)(O)C#Cc1ccc(CN2CCC(C3(Cc4ccccc4)NC(=O)NC3=O)CC2)cc1` (stereo not given)?
FBW7 act: 0.0; GPR151 activ: 0.7; TEAD-YAP block: 0; MITF primary: 0

How did O=C(O)c1cc(N2C(=O)C3C4c5ccccc5C(c5ccccc54)C3C2=O)ccc1Cl (stereo not given) do in these assays?
FBW7 act: 0.1; GPR151 activ: -0.4; TEAD-YAP block: 7; MITF primary: 5

How did COCCCNC(=O)/C(C#N)=C/c1cn(Cc2cccc(F)c2)c2ccccc12 do in these assays?
FBW7 act: -0.3; GPR151 activ: 0.0; TEAD-YAP block: 35*; MITF primary: 13

What do the screens show for `Cc1cc(OCC(=O)Nc2ccccc2C)ccc1Br`?
FBW7 act: -0.2; GPR151 activ: -0.2; TEAD-YAP block: -7; MITF primary: -2

What do the screens show for `COc1cc(OC)c(OC)cc1/C=C(\C#N)C(=O)Nc1cc(C)nn1-c1ccccc1`?
FBW7 act: 0.5; GPR151 activ: -1.5; TEAD-YAP block: 8; MITF primary: 3

Results for N#Cc1ccc(-c2ccc(OCC(=O)Nc3ccc(N4CCOCC4)cc3)cc2)cc1 ?
FBW7 act: 0.3; GPR151 activ: -0.9; TEAD-YAP block: 12; MITF primary: 1

What do the screens show for `Cc1cc(NCCO)nc(N2CCC(N3CCOCC3)CC2)n1`?
FBW7 act: 0.1; GPR151 activ: -1.1; TEAD-YAP block: -5; MITF primary: -7

How did O=C(CCn1nc(-c2ccccc2)ccc1=O)NCCN1CCCC1 do in these assays?
FBW7 act: 0.0; GPR151 activ: -0.1; TEAD-YAP block: 2; MITF primary: -3

What do the screens show for `CC1CCCCN1C(=O)c1cnn2c(C(F)(F)F)cc(-c3ccco3)nc12` (stereo not given)?
FBW7 act: 0.1; GPR151 activ: -0.6; TEAD-YAP block: 12; MITF primary: 14

How did O=C(O)CCC(=O)Nc1ccc(NC(=O)c2cccs2)cc1 do in these assays?
FBW7 act: 0.1; GPR151 activ: -1.9; TEAD-YAP block: -11; MITF primary: -16

How did Cc1ccc2oc(-c3cccc(N)c3C)nc2c1 do in these assays?
FBW7 act: -0.2; GPR151 activ: -10; TEAD-YAP block: 43*; MITF primary: -3

How did Cc1onc(-c2ccccc2)c1C(=O)N1CCOCC1 do in these assays?
FBW7 act: -0.1; GPR151 activ: -0.2; TEAD-YAP block: -10; MITF primary: 4

Of the compounds above, these contain a cyano group.
How did COCCCNC(=O)/C(C#N)=C/c1cn(Cc2cccc(F)c2)c2ccccc12 do in these assays?
FBW7 act: -0.3; GPR151 activ: 0.0; TEAD-YAP block: 35*; MITF primary: 13

What do the screens show for `COc1cc(OC)c(OC)cc1/C=C(\C#N)C(=O)Nc1cc(C)nn1-c1ccccc1`?
FBW7 act: 0.5; GPR151 activ: -1.5; TEAD-YAP block: 8; MITF primary: 3

Results for N#Cc1ccc(-c2ccc(OCC(=O)Nc3ccc(N4CCOCC4)cc3)cc2)cc1 ?
FBW7 act: 0.3; GPR151 activ: -0.9; TEAD-YAP block: 12; MITF primary: 1

The results go on.
Results for Cc1[nH]n(-c2ccccc2)c(=O)c1C=Nc1cccc(Cl)c1 ?
FBW7 act: -0.1; GPR151 activ: -0.1; TEAD-YAP block: -5; MITF primary: 1

How did CCn1nnnc1SCC(=O)Nc1nc(-c2ccc(F)cc2)cs1 do in these assays?
FBW7 act: 0.3; GPR151 activ: -0.6; TEAD-YAP block: -3; MITF primary: 9

How did Cn1cccc1CC(=O)NNC(=O)C1CCCN1S(=O)(=O)c1ccc(Cl)cc1 (stereo not given) do in these assays?
FBW7 act: 0.3; GPR151 activ: 2.3; TEAD-YAP block: 4; MITF primary: 13

How did O=C(CCN1CCOCC1)Nc1ccc(Cl)cc1 do in these assays?
FBW7 act: -0.1; GPR151 activ: -0.4; TEAD-YAP block: 9; MITF primary: -1

Results for O=C(CCN1C(=O)c2ccccc2S1(=O)=O)Nc1cccc2ccccc12 ?
FBW7 act: -0.2; GPR151 activ: -1.5; TEAD-YAP block: 0; MITF primary: 3

What do the screens show for `COc1ccc(C(=O)NC(NC(C)C)C(Cl)(Cl)Cl)cc1` (stereo not given)?
FBW7 act: 0.8; GPR151 activ: 1.5; TEAD-YAP block: -6; MITF primary: 0

Results for COc1cc(/C=C2/NC(=S)NC2=O)ccc1OCc1ccccc1Cl ?
FBW7 act: -0.1; GPR151 activ: 0.1; TEAD-YAP block: 12; MITF primary: 2

How did COc1cc(N)c(Cl)cc1C(=O)CCC1CCN(CCNS(C)(=O)=O)CC1 do in these assays?
FBW7 act: 0.0; GPR151 activ: 0.8; MITF primary: 5

What do the screens show for `O=C1C2C3C=CC(CO)(O3)C2C(=O)N1c1cc(C(F)(F)F)ccc1Cl` (stereo not given)?
FBW7 act: 0.1; GPR151 activ: -0.4; TEAD-YAP block: 1; MITF primary: -1

What do the screens show for `NCCCC[C@@H]1NC(=O)[C@@H]2C[C@H](NCc3ccccc3Cl)CN2C1=O`?
FBW7 act: 0.0; GPR151 activ: 1.0; TEAD-YAP block: -6; MITF primary: 8

What do the screens show for `O=[N+]([O-])c1ccc(Sc2nc3ccccc3s2)cc1`?
FBW7 act: -0.3; GPR151 activ: -0.6; TEAD-YAP block: 2; MITF primary: 7

Results for O=C(NCCOc1cc(N2CCCCC2)ncn1)c1cc2ccccc2oc1=O ?
FBW7 act: -0.1; GPR151 activ: 4.3; TEAD-YAP block: 11; MITF primary: -6

Results for COc1ccc(N(C(=O)c2cccc(OC)c2OC)C2C=CS(=O)(=O)C2)c(OC)c1 (stereo not given) ?
FBW7 act: -0.2; GPR151 activ: 1.0; TEAD-YAP block: 2; MITF primary: -2

How did CCOc1ccccc1NC(=O)c1sc2ncnc(N3CCN(c4ccccc4OC)CC3)c2c1C do in these assays?
FBW7 act: 0.2; GPR151 activ: 0.7; TEAD-YAP block: 3; MITF primary: 3

How did O=C(CCCn1nnc2ccccc2c1=O)NC1CCCCC1 do in these assays?
FBW7 act: -0.1; GPR151 activ: -0.2; TEAD-YAP block: -13; MITF primary: 13

Results for CC(=O)c1cc2c(N)c(-c3ccccc3[N+](=O)[O-])sc2nc1C ?
FBW7 act: -0.7; GPR151 activ: -0.3; TEAD-YAP block: -3; MITF primary: 4

What do the screens show for `Cc1cc(C)c(C#N)c(SCc2cccnc2)n1`?
FBW7 act: 0.6; GPR151 activ: 3.5; TEAD-YAP block: -6; MITF primary: 0

What do the screens show for `Cc1cccc(CC(=O)Nc2cnn(-c3cccc(C(=O)N(C)Cc4ccc(C)o4)c3)c2)c1`?
FBW7 act: -0.1; GPR151 activ: -1.1; TEAD-YAP block: 12; MITF primary: -8

Results for CC(CC(=O)Nc1ccc(S(=O)(=O)N2CCCC2)cc1)c1ccccc1 (stereo not given) ?
FBW7 act: 0.3; GPR151 activ: 0.9; TEAD-YAP block: 18; MITF primary: 11

What do the screens show for `Cc1nc2ccccc2c(=O)n1NCc1ccc(Br)cc1`?
FBW7 act: 0.4; GPR151 activ: 1.1; TEAD-YAP block: -6; MITF primary: 10

Results for OCCNc1nc(Nc2cnccn2)nc2c1ncn2-c1ccccc1 ?
FBW7 act: 0.1; GPR151 activ: -0.2; TEAD-YAP block: 31; MITF primary: 20

What do the screens show for `Cc1ccc2oc(-c3cccc(F)c3)cc(=O)c2c1`?
FBW7 act: 0.7; GPR151 activ: 0.6; TEAD-YAP block: -37; MITF primary: 16

How did CCNC(=O)c1c(C)[nH]c(C(=O)OCC)c1C do in these assays?
FBW7 act: 0.9; GPR151 activ: -0.3; TEAD-YAP block: 2; MITF primary: 26

What do the screens show for `Nc1nnc(CCc2ccccc2)c(=O)n1N`?
FBW7 act: -0.1; GPR151 activ: 1.0; TEAD-YAP block: 2; MITF primary: 4

How did COc1ccc(C(=O)NCc2ccc(OC(C)C)cc2)cc1[N+](=O)[O-] do in these assays?
FBW7 act: -0.2; GPR151 activ: 0.1; TEAD-YAP block: 13; MITF primary: -9

What do the screens show for `O=C(Nc1sc2c(c1C(=O)N1CCOCC1)CCCCC2)c1ccc([N+](=O)[O-])cc1`?
FBW7 act: -0.1; GPR151 activ: -0.5; TEAD-YAP block: 10; MITF primary: 20

Results for O=C(O)c1cccc(NC(=O)c2cccc3c(Br)cccc23)c1 ?
FBW7 act: 0.1; GPR151 activ: -6.4; TEAD-YAP block: -24; MITF primary: -11

How did CC1=C(C(=O)N(C)C)C(c2ccc(C(C)C)cc2)NC(=O)N1 (stereo not given) do in these assays?
FBW7 act: 1.2; GPR151 activ: -0.9; TEAD-YAP block: 10; MITF primary: 20

How did O=C1CCC(CCNCCOc2ccc(F)cc2)N1CCc1cccnc1 (stereo not given) do in these assays?
FBW7 act: 0.4; GPR151 activ: 0.4; TEAD-YAP block: 11; MITF primary: 15

How did Cc1nn(C)c(C)c1-c1ccc(C(=O)Nc2ccc(Oc3ccccc3)cc2)s1 do in these assays?
FBW7 act: 0.6; GPR151 activ: -0.2; TEAD-YAP block: -4; MITF primary: 15

Results for CC(C)(C)Nc1nc(N)nc(Cl)n1 ?
FBW7 act: 0.1; GPR151 activ: 1.8; TEAD-YAP block: -20; MITF primary: 2

Results for Cc1cc(C)n(CC(=O)O)c(=O)c1[N+](=O)[O-] ?
FBW7 act: 0.0; GPR151 activ: 1.1; TEAD-YAP block: 5; MITF primary: 8

What do the screens show for `CCC(C)NC(=O)c1sc2ncn(CC(=O)Nc3cccc(C(F)(F)F)c3)c(=O)c2c1C` (stereo not given)?
FBW7 act: -0.1; GPR151 activ: 2.9; TEAD-YAP block: 9; MITF primary: 20

How did COC(=O)c1c(NC(=O)c2cc(-c3ccccc3Cl)nc3ccccc23)sc2c1CCC2 do in these assays?
FBW7 act: 1.3; GPR151 activ: -0.2; TEAD-YAP block: 0; MITF primary: 19

How did Cc1nnc(NC(=O)c2ccc(-c3ccc([N+](=O)[O-])cc3)o2)s1 do in these assays?
FBW7 act: 0.3; GPR151 activ: -2.6; TEAD-YAP block: 7; MITF primary: 21

What do the screens show for `CCOc1cccc(C2NC(=O)NC(O)(C(F)(F)F)C2C(=O)c2cccs2)c1` (stereo not given)?
FBW7 act: -0.1; GPR151 activ: 1.6; TEAD-YAP block: -3; MITF primary: 8

Results for N#CC(C#N)c1nc2ccccc2nc1N1CCOCC1 ?
FBW7 act: -0.1; GPR151 activ: 0.1; TEAD-YAP block: 10; MITF primary: 1

Results for CCOC(=O)C1=C(C)N=c2s/c(=C\c3cc(C)n(-c4ccc(C(=O)OCC)cc4)c3C)c(=O)n2C1c1ccc(OC)c2ccccc12 (stereo not given) ?
FBW7 act: 0.0; GPR151 activ: -1.7; TEAD-YAP block: 0; MITF primary: 7

What do the screens show for `Cc1ccc(-c2noc(CNC(=O)CC3CCCCC3)n2)cc1`?
FBW7 act: 0.1; GPR151 activ: 1.4; TEAD-YAP block: -7; MITF primary: 0

Results for Cc1cccc(CN2CCC(N3CCC(C(=O)NCC(F)(F)F)CC3)CC2)n1 ?
FBW7 act: 0.0; GPR151 activ: 0.4; TEAD-YAP block: 12; MITF primary: 4

How did Cc1cc(C)cc(OCCNC(=O)C(C(C)C)N2C(=O)c3ccccc3C2=O)c1 (stereo not given) do in these assays?
FBW7 act: 0.0; GPR151 activ: -1.3; TEAD-YAP block: 26; MITF primary: -3

What do the screens show for `Cc1ccc(NC(=O)Cn2c(=O)n(Cc3ccco3)c(=O)c3ccccc32)c(C)c1`?
FBW7 act: 0.0; GPR151 activ: 1.0; TEAD-YAP block: 7; MITF primary: 8

Results for CCOC(=O)c1c(NC(=O)CSc2ncnc3sc4c(c23)CCCC4)sc2c1CCCCC2 ?
FBW7 act: 0.0; GPR151 activ: 0.0; TEAD-YAP block: 2; MITF primary: -13

2 compounds picked at random from the list so far:
What do the screens show for `CCOc1cccc(C2NC(=O)NC(O)(C(F)(F)F)C2C(=O)c2cccs2)c1` (stereo not given)?
FBW7 act: -0.1; GPR151 activ: 1.6; TEAD-YAP block: -3; MITF primary: 8

How did Cc1cc(C)cc(OCCNC(=O)C(C(C)C)N2C(=O)c3ccccc3C2=O)c1 (stereo not given) do in these assays?
FBW7 act: 0.0; GPR151 activ: -1.3; TEAD-YAP block: 26; MITF primary: -3
